LMP1 NFkB inh – reduces LMP1-driven NF-kappaB luciferase signal. 350,000 compounds, 0.69% hits. AID 504558. inhibition, % at 12.5 µM. LMP1-induced NF-kappaB luciferase reporter cells, luminescence; in the data active means inhibition above about 41%;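 further: 0% = neutral control wells and 100% = reference inhibitor control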
NR2E3 ag-1 – agonists of human nuclear receptor NR2E3 | GST-NR2E3/biotin-RetCOR TR-FRET, 1536-well | 320,000 compounds, 0.12% hits | inhibition of corepressor binding, % at 4.78 µM | Q9Y5X4 | AID 2300;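 active means percent inhibition above the cutoff of mean plus 3 SD of all tested compounds, set per screening campaign, cut at about 20% in these data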;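 further: 0% = DMSO wells and 100% = biotin wells as full block of FRET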
Target sequence (Q9Y5X4 whole entry, looked up): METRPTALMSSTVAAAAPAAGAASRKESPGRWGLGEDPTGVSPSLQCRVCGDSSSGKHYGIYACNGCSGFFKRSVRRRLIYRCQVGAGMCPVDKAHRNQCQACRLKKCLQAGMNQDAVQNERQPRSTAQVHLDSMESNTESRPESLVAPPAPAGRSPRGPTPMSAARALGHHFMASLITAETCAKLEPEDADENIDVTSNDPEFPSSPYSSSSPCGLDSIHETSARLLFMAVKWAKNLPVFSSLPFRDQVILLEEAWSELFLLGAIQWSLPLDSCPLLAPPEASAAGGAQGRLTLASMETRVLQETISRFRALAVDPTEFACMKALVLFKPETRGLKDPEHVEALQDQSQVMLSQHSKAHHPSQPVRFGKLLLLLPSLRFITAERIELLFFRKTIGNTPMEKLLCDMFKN
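Material: NR2E3–RetCOR corepressor complex / Incubation: Compound–protein incubation for 5 h at 4 °C / Dosing: compound at 4.8 µM, single dose / Detection: time-resolved FRET / Benchmarks: high control biotin, low control 0.6% DMSO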
MITF TRPM1 inh – reduces MITF-dependent TRPM1 promoter luciferase signal; 330,000 compounds, 0.83% hits; inhibition, % at 12.5 µM; SK-MEL-5 TRPM1 promoter luciferase, 24 h; AID 488899;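 active means mean inhibition across replicates of 60% or more, whatever share of single replicates reaches that level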; further: values of inactives mirror those of a sister screen read the other way
KKLEB tox – reduces viability of KKLEB cystic fibrosis airway cells | KKLEB CF airway cells viability, ATPlite luminescence, overnight; hits give low values; cells stimulated with P. aeruginosa culture filtrate | activity change (cytotoxicity), % at 5 µM | 360,000 compounds, 0.36% hits;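 active means corrected activity change at or below -50% at 5 µM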
HIF-2a inh – blocks HIF-2a reporter activity | 786-0 RCC cells HIF-2a reporter, luciferase luminescence, overnight | inhibition, % at 18.8 µM | 360,000 compounds, 0.72% hits | AID 624352;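 active means inhibition of the luminescence signal of 40% or more relative to plate controls, in a single-dose primary screen at 18.75 µM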
Peg3 promoter – Peg3 promoter activity inhibition. AID 588405. 360,000 compounds, 1.7% hits. HeLa PEG-Prom luciferase reporter, luminescence, overnight. inhibition, % at 20 µM;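 active means inhibition of at least 50% at 20 µM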
Shn3 3UTR inh – Schnurri-3 reporter inhibition in Clone20 osteoblasts; AID 588674; Clone20 osteoblast Shn3 3'UTR firefly luciferase, 24 h; inhibition, % at 12.5 µM; 360,000 compounds, 0.52% hits;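 active means mean inhibition of at least 75% with every replicate also reaching 75%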;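 further: 0% = median of neutral control wells and 100% = pilot-screen positive control compound; some compounds past the cut are filed as inactive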
TRAIL sens C8 – caspase-8 TRAIL sensitization; NB7+C8 cells + TRAIL, ATPlite viability luminescence; inhibition (viability loss, TRAIL sensitization), % at 10 µM; 360,000 compounds, 1% hits; AID 624354;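 active means compounds causing at least 50% loss of cell viability in the single-dose screen, relative to plate controls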
hiPSC survival – hiPSC single-cell survival enhancement | ATPlite luminescence; 100% = ROCK inhibitor wells, 0% = DMSO | survival enhancement, % at 20 µM | 360,000 compounds, 0.044% hits | AID 602274; in the data active means survival enhancement above about 18%;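 further: cells exposed to compounds for 16 hours before the ATP read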
CF NFkB block – blocks PAF-induced NF-kB reporter in cystic fibrosis cells; inhibition, % at 5 µM; 360,000 compounds, 0.86% hits; AID 588850; KKLEB NF-kB-GFP reporter, GFP fluorescence overnight;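 active means at least 50% inhibition at 5 µM, scaled per plate between neutral and stimulator controls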;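 further: PAF is a Pseudomonas aeruginosa culture filtrate used as stimulus; plate controls were PAF-stimulated DMSO wells for no effect and unstimulated DMSO wells for full effect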
NR2E3 ag-2 – agonists of human NR2E3 nuclear receptor; inhibition of corepressor binding, % at 3.98 µM; AID 602229; 360,000 compounds, 0.35% hits; CHO-S Gal4-NCOR/VP16-NR2E3 two-hybrid, luciferase; Q9Y5X4;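 active means inhibition above the mean of all tested compounds plus 3 SD, cut at about 70% in these data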;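 further: 0% = DMSO with NR2E3 transfected cells and 100% = cells lacking NR2E3 construct; higher means lower luciferase signal from less NR2E3 corepressor binding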
* hit, by the source's call; x = not tested or not shown. An excerpt (hit frequency here may not be typical).

The opening 2 entries as a preview:
SMILES | LMP1 NFkB inh | NR2E3 ag-1 | MITF TRPM1 inh | KKLEB tox | HIF-2a inh | Peg3 promoter | Shn3 3UTR inh | TRAIL sens C8 | hiPSC survival | CF NFkB block | NR2E3 ag-2
O=C(O)c1cccc(CN2C(=O)S/C(=C/c3ccccc3[N+](=O)[O-])C2=O)c1 | -8 | 1 | -4 | 8 | 11 | 17 | -2 | -9 | -0.1 | -20 | -5
O=c1cc(O)c2sc(Nc3cccc(C(F)(F)F)c3)nc2[nH]1 | -126 | -3 | -19 | -28 | 17 | 12 | -2 | 1 | -0.9 | 30 | 17

This part in full, previewed entries included:
SMILES | LMP1 NFkB inh | NR2E3 ag-1 | MITF TRPM1 inh | KKLEB tox | HIF-2a inh | Peg3 promoter | Shn3 3UTR inh | TRAIL sens C8 | hiPSC survival | CF NFkB block | NR2E3 ag-2
O=C(O)c1cccc(CN2C(=O)S/C(=C/c3ccccc3[N+](=O)[O-])C2=O)c1 | -8 | 1 | -4 | 8 | 11 | 17 | -2 | -9 | -0.1 | -20 | -5
O=c1cc(O)c2sc(Nc3cccc(C(F)(F)F)c3)nc2[nH]1 | -126 | -3 | -19 | -28 | 17 | 12 | -2 | 1 | -0.9 | 30 | 17
CN(C)c1ccc(C(=S)N2CCOCC2)cc1Br | -1 | -1 | 4 | -4 | 12 | 50 | -9 | -11 | -0.8 | 12 | -14
Cc1ccc(N(C)S(=O)(=O)c2ccc(-c3cc(C)no3)s2)cc1 | -2 | 0 | 27 | -14 | 13 | 37 | 17 | 16 | 0.1 | 22 | -7
Cc1cc(C)cc(NS(=O)(=O)c2ccc(NC(=O)C3CCCCC3C(=O)O)cc2)c1 (stereo not given) | 2 | 1 | -6 | 0 | 4 | 2 | 11 | 2 | -0.5 | 0 | -12
Cc1ccc(C)c(N2CCN(C(=O)CCS(=O)(=O)c3ccc4c(c3)oc(=O)n4C)CC2)c1 | 0 | 0 | 9 | -9 | -1 | 18 | 15 | -1 | 0.6 | 12 | 7
CCC(=O)NCCc1nc(-c2ccccc2)no1 | -6 | 1 | -21 | 8 | -29 | -20 | 3 | 7 | 0.9 | 2 | -10
Cc1ccc(S(=O)(=O)c2nc(C)c3c(n2)CCC3)cc1 | 3 | -4 | 11 | -9 | 7 | 3 | 1 | 6 | 2.5 | -7 | -12
CSc1c(-c2ccccc2)nc2ccc(Cl)cc2c1C(=O)O | -9 | 1 | 3 | 1 | 2 | 6 | 18 | -16 | 1.0 | -12 | 1
O=C(Nc1nc2ccccc2[nH]1)C1CC(=O)N(c2ccc3c(c2)OCCO3)C1 (stereo not given) | 14 | 2 | 13 | 15 | 30 | 4 | 4 | 3 | 0.9 | 9 | -11
COC(=O)C1CCN(C(=O)CN2C(=O)c3ccccc3S2(=O)=O)CC1 | -19 | -2 | 5 | -9 | -67 | -57 | -8 | 15 | 1.2 | 5 | -6
Cc1nc2ccc(C(=O)O)cc2c2c1CC(CN)O2 (stereo not given) | 4 | 3 | 3 | -12 | 14 | 4 | -8 | 4 | 4.5 | -5 | -10
CCN1/C(=C2/OC(=S)N(C)C2=O)Sc2ccccc21 | -3 | x | -11 | 10 | 7 | -8 | -1 | -3 | -0.6 | -43 | -5
Cc1cc2nc(-c3ccc(=O)[nH]c3)n(Cc3ccccc3)c2cc1C | -1 | 1 | -5 | -5 | -46 | -41 | -34 | 1 | -0.7 | -20 | 7
Cc1ccnc2nc(C(=O)N3CCN(c4ccc(F)cc4)CC3)nn12 | -3 | -1 | 0 | -7 | 8 | 0 | -3 | -8 | 3.0 | -6 | 17

Continued, overlapping the part above by 3 compounds.
SMILES | LMP1 NFkB inh | NR2E3 ag-1 | MITF TRPM1 inh | KKLEB tox | HIF-2a inh | Peg3 promoter | Shn3 3UTR inh | TRAIL sens C8 | hiPSC survival | CF NFkB block | NR2E3 ag-2
CCN1/C(=C2/OC(=S)N(C)C2=O)Sc2ccccc21 | -3 | x | -11 | 10 | 7 | -8 | -1 | -3 | -0.6 | -43 | -5
Cc1cc2nc(-c3ccc(=O)[nH]c3)n(Cc3ccccc3)c2cc1C | -1 | 1 | -5 | -5 | -46 | -41 | -34 | 1 | -0.7 | -20 | 7
Cc1ccnc2nc(C(=O)N3CCN(c4ccc(F)cc4)CC3)nn12 | -3 | -1 | 0 | -7 | 8 | 0 | -3 | -8 | 3.0 | -6 | 17
C=CCC(=O)N1CCCC(CO)(Cc2ccc(F)cc2F)C1 (stereo not given) | -3 | 0 | 4 | 1 | 12 | 11 | -65 | -2 | 0.6 | -9 | -11
COc1cccc(C(NC(C)=O)c2nc(-c3csc4ccccc34)cs2)c1 (stereo not given) | x | x | x | 4 | -2 | 18 | 0 | -2 | -3.9 | 2 | -23
O=C(c1ccc(-c2ccccc2Cl)o1)N1CCN(c2ccccc2O)CC1 | -10 | -2 | 20 | -10 | -28 | -29 | 3 | -11 | -0.5 | 18 | 6
COCCOC(=O)c1c(N)n(CCCN2CCOCC2)c2nc3ccccc3nc12 | 3 | -1 | 5 | -4 | 8 | -5 | -1 | -2 | -0.6 | -4 | -38
CCCCN(C(=O)CC1CCCC1)c1c(N)n(CC(C)C)c(=O)[nH]c1=O | -2 | 0 | 0 | -10 | 2 | -1 | 1 | 5 | 0.9 | -11 | -1
COc1cc(/C=C2\CCn3c2nc2cc(C(=O)O)ccc2c3=O)ccc1OC(F)F | 2 | 7 | 1 | -8 | 13 | 5 | -12 | -7 | -0.5 | 2 | -35
COc1ccc(CCN2CC(C(=O)OCC(=O)NC(Cc3ccccc3)C(C)=O)CC2=O)cc1OC (stereo not given) | 3 | x | 9 | 2 | 6 | 5 | -7 | -2 | -0.5 | -9 | 4
C/C(=N\NC(=O)C1CC1)c1cccs1 | 4 | 0 | 2 | 11 | -12 | -7 | -11 | -17 | -0.5 | -22 | 7
CCn1ccnc1CNC(=O)C1CCC(=O)N(Cc2cccc(C(F)(F)F)c2)C1 (stereo not given) | 5 | 0 | 0 | -7 | 6 | 6 | -16 | -32 | 0.2 | 6 | 11
O=C1CC(c2ccccc2Cl)CC(O)=C1C=NCCCO (stereo not given) | 0 | 3 | 3 | -6 | 8 | 2 | 0 | -7 | -0.6 | -13 | 13
COc1ccc2c(-c3ccccc3)cc(N3CCOCC3)nc2c1 | 3 | -1 | 4 | 0 | 2 | 13 | 2 | -1 | 3.3 | -11 | 3
COc1ccc(CCN(Cc2cccs2)S(=O)(=O)c2ccc(-n3cnnn3)c(OC)c2)cc1OC | 3 | -5 | -1 | -1 | -9 | -2 | 22 | -7 | 0.5 | -5 | 15
Cc1cc(NC(=O)CSc2nnc(-c3ccccc3F)n2C)no1 | 1 | 0 | -2 | 11 | 5 | -5 | 16 | -1 | -1.3 | -3 | -4
O=C(N/N=C/c1cc2ccccc2nc1Cl)[C@H]1C[C@@H]1c1ccccc1 | 5 | 1 | 7 | -2 | 13 | -5 | 20 | 12 | -0.9 | 9 | -1
CC(CCc1ccccc1)NC(=O)CCNS(=O)(=O)c1ccccc1 (stereo not given) | -1 | 1 | -5 | 13 | 14 | 2 | 14 | 14 | 0.2 | -4 | 0

Reformatted: results already given.
Each structure is followed by: LMP1 NFkB inh	NR2E3 ag-1	MITF TRPM1 inh	KKLEB tox	HIF-2a inh	Peg3 promoter	Shn3 3UTR inh	TRAIL sens C8	hiPSC survival	CF NFkB block	NR2E3 ag-2
O=C(Nc1nc2ccccc2[nH]1)C1CC(=O)N(c2ccc3c(c2)OCCO3)C1 (stereo not given)
 : 14	2	13	15	30	4	4	3	0.9	9	-11
CCN1/C(=C2/OC(=S)N(C)C2=O)Sc2ccccc21
 : -3	x	-11	10	7	-8	-1	-3	-0.6	-43	-5

Next structures.
SMILES | LMP1 NFkB inh | NR2E3 ag-1 | MITF TRPM1 inh | KKLEB tox | HIF-2a inh | Peg3 promoter | Shn3 3UTR inh | TRAIL sens C8 | hiPSC survival | CF NFkB block | NR2E3 ag-2
CCOC(=O)N1CCN(S(=O)(=O)c2ccc(OC)c(OC)c2)CC1 | 8 | 0 | 2 | -24 | 15 | 3 | 4 | -6 | -0.5 | 8 | -7
Cc1cc(C(=O)O)sc1C | 2 | -2 | -1 | -12 | -12 | -6 | 4 | -15 | 0.7 | -4 | -13
Cn1cnc(S(=O)(=O)N2CCN(c3ccc(F)cc3)CC2)c1 | x | -3 | x | -15 | 14 | 15 | -8 | -26 | 0.2 | 10 | -1
Cc1snc2sc(C(=O)c3ccc(Br)cc3)c(N)c12 | -26 | 1 | -86 | 6 | -265 | -241 | -84 | -6 | -0.7 | -8 | -113
COC(=O)c1c[nH]c(=O)c2ccccc12 | -6 | 3 | 2 | -1 | 14 | -10 | 3 | 6 | 6.0 | -2 | -4
COc1ccc(NC(=O)CN2CCN(CC(=O)Nc3ccccc3F)CC2)cc1OC | -7 | 2 | 1 | 9 | -2 | 0 | 4 | -9 | -0.1 | 2 | -1
Cc1nc(-c2cccc(NC(=O)COc3ccc(Cl)cc3)c2)cs1 | 3 | x | 5 | 0 | -39 | -20 | 16 | 8 | -0.5 | -17 | -34
O=C(/C=C/c1cccc([N+](=O)[O-])c1)OCC(=O)c1ccccc1 | -7 | 2 | -3 | 9 | -13 | -29 | -2 | -4 | -1.0 | -16 | -23
O=C(NCc1ccc(-c2nc3ccccc3s2)cc1)c1ccc(Br)o1 | 23 | 2 | -43 | 13 | -114 | -141 | -20 | 11 | -1.3 | 3 | -87
Cc1ccc(Cl)cc1NC(=O)C1COc2ccccc2O1 (stereo not given) | 1 | 3 | -9 | 2 | -70 | -19 | 5 | 3 | -0.4 | -8 | -9
C#CCOc1c(Cl)cc(/C=C2/C(=O)ON=C2C)cc1OC | 5 | 0 | 7 | 7 | 16 | -5 | 17 | -2 | -0.5 | -4 | -21
COc1ccc(OCC(=O)N/N=C/c2cccc3cccnc23)cc1 | 3 | -1 | 9 | -1 | 9 | 32 | 41 | 5 | -0.4 | -27 | -27
CC(C)(C)c1ccc(OCCNC(=O)c2ncn[nH]2)cc1 | -10 | 2 | -8 | 5 | -18 | -26 | -5 | 2 | -3.5 | -13 | -25
COc1ccc(C2c3c(-c4ccccc4O)n[nH]c3C(=O)N2Cc2ccco2)cc1 (stereo not given) | 6 | 4 | 11 | -9 | 30 | 31 | 9 | -6 | 1.8 | 14 | -9
O=C(C1CCN(S(=O)(=O)c2ccccc2)CC1)N1CCN(c2ccccc2)CC1 | 2 | 2 | -4 | -7 | 13 | 17 | -3 | -8 | -0.2 | 16 | -1
O=c1c2nnn(Cc3ccccc3)c2ncn1C/C=C/c1ccccc1 | 2 | 2 | x | -10 | 9 | 5 | 6 | -6 | -2.6 | -3 | -40

Bioassay records from PubChem.
